# Source: PubChem (several laboratories)
# KOR beta-arrestin-1: KOR antagonists, beta-arrestin recruitment, cell-based, luminescence, uHTS (AID 1778) | Kappa-type opioid receptor (Homo sapiens) | KOR beta-arrestin recruitment, luminescence, antagonist mode; higher % means a stronger effect | inhibition, % at 10 µM, or IC50 in µM where a hit was titrated | hit rate 0.091% among 290,000; note: strong numbers were not always called active
# GPR55 beta-arrestin: GPR55 agonists via beta-arrestin recruitment, primary screen, imaging, U2OS cells, beta-arrestin-GFP redistribution (AID 1961) | G-protein coupled receptor 55 (Homo sapiens) | hit rate 0.048% among 290,000 | one-dose activation, % at 10 µM; EC50 in µM for titrated hits | U2OS GPR55 beta-arrestin-GFP redistribution imaging; higher % means a stronger effect;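 active = activation above 40% with more than 50 cells counted in the well; inconclusive = wells holding fewer than 50 cells, flagged as toxic or sparse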;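 note: U2OS osteosarcoma cells stably expressing GPR55 and beta-arrestin-GFP; plate controls were DMSO negative control for no effect and LPI positive control for full effect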
# SV40 large T antigen: SV40 large T antigen inhibitors, biochemical (AID 1903). SV40 large T antigen ATPase/helicase inhibition assay; higher % means a stronger effect. one-dose inhibition, % at 20 µM; IC50 in µM for titrated hits. hit rate 0.39% among 310,000; in the data active = a potency from the dose series; inconclusive = inhibition mostly from about 32% at the one dose, without a potency; inactive = the rest, 99 in 100 with inhibition below about 32%; note: strong numbers were not always called active
# Rac1 GTP hydrolysis: MgcRacGAP GTPase-activating activity inhibitors, confirmation, biochemical, ADP Hunter fluorescence | Rac GTPase-activating protein 1 (Homo sapiens) | MgcRacGAP-stimulated Rac1 GTP hydrolysis, ADP Hunter fluorescence; higher % means a stronger effect; GST-tagged Rac1 F28L mutant substrate | one-dose inhibition, % at 30 µM; IC50 in µM for titrated hits | hit rate 0.6% among 340,000 | AID 624330, 2012;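 active = first-screen hits whose inhibition reached a set limit at any dose in the follow-up dose series; inconclusive = inhibition above the set first-screen limit but never retested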;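 note: fluorescence reports GDP produced by GAP-driven GTP hydrolysis; strong numbers were not always called active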
# GPR55 LPI antagonism: GPR55 antagonists blocking LPI-driven arrestin recruitment, primary screen, imaging, U2OS, beta-arrestin-GFP, LPI agonist (AID 2013). G-protein coupled receptor 55 (Homo sapiens). U2OS GPR55 beta-arrestin-GFP translocation imaging, LPI antagonism; higher % means a stronger effect. inhibition, % at 10 µM; hits with a dose series show IC50 in µM. hit rate 0.13% among 290,000;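 active = spots per cell inhibited over 60%, with over 100 cells counted and total cytoplasm intensity under 500,000; inconclusive = wells with under 100 cells, flagged as likely toxic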;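 note: U2OS cells stably carrying GPR55 and arrestin-GFP stimulated by 5 µM LPI near EC80; imaged beta-arrestin-GFP aggregate spots per cell after agonist stimulation; plate controls were LPI-stimulated DMSO wells for no effect and DMSO wells without LPI for full effect; some results filed as inactive read as strong as hits; confirmed hits need IC50 under 10 µM and bright autofluorescent wells are also inconclusive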
# NOD2 inhibition: NOD2 signaling inhibitors, cell-based, luminescence, uHTS, HEK293 (AID 1566) | hit rate 0.63% among 290,000 | HEK293 NOD2/NF-kB luciferase reporter, luminescence; higher % means a stronger effect | inhibition, % at 4 µM, or EC50 in µM where a hit was titrated; note: many of its hits are not listed in these tables
# NOD1 inhibition: NOD1 signaling inhibitors, primary screen, cell-based, luminescence, uHTS (AID 1578); NOD1-driven NF-kB luciferase reporter cells, luminescence; higher % means a stronger effect; inhibition, % at 4 µM; hits with a dose series show EC50 in µM; hit rate 1% among 290,000; in the data active = inhibition mostly above about 36%, no sharp cut-off; inactive = mostly below about 34%;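 note: HEK-293T reporter cells stimulated with the NOD1 agonist gamma-tri-DAP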
# HIV fusion peptide: inhibitors of HIV fusion peptide binding, primary screen, biochemical, uHTS, fluorescence dequenching (AID 1986). cell-free peptide binding, fluorescence dequenching, 30 min; higher % means a stronger effect. one-dose inhibition, % at 20 µM; IC50 in µM for titrated hits. hit rate 0.3% among 290,000; in the data active = inhibition mostly above about 52%, no sharp cut-off; inactive = mostly below about 76%; note: some results filed as inactive read as strong as hits
# KOR beta-arrestin-2: KOR agonists, beta-arrestin recruitment, primary screen, cell-based, luminescence, uHTS (AID 1777); Kappa-type opioid receptor (Homo sapiens); KOR beta-arrestin recruitment, luminescence; higher % means a stronger effect; activation, % at 10 µM; hits with a dose series show EC50 in µM; hit rate 0.02% among 280,000; in the data active = activation above about 50%, passing the limit was not always enough; note: a part of the inactive calls stands beside numbers as strong as those of hits
# Numbers without * were called inactive; u = inconclusive; x = no result given; [ ] = remark or other dose. Cut-off read from the data, not from the text of the source, unless noted: active = inhibition above about 50%; inactive = the rest. The list is partial; rates above refer to the full screens.
SMILES,KOR beta-arrestin-1,GPR55 beta-arrestin,SV40 large T antigen,Rac1 GTP hydrolysis,GPR55 LPI antagonism,NOD2 inhibition,NOD1 inhibition,HIV fusion peptide,KOR beta-arrestin-2
COc1ccc(Oc2ccc(S(=O)(=O)N3CCCCC3)cc2S(=O)(=O)N2CCCCC2)cc1,11%,0.0%,10%,0%,10%,38%,1%,-0.9%,3.5%
NC(=O)CSc1nccn1Cc1ccc2c(c1)OCO2,-4%,-0.7%,7%,3%,-2%,0%,-29%,-1.5%,-0.6%
COc1ccc(OC)c(NC(=O)CSc2nnc(CNc3ccc(C)cc3C)o2)c1,-1%,-0.5%,15%,2%,5%,-5%,-16%,-0.6%,-2.1%
O=C(CCS(=O)(=O)c1ccc(Br)cc1)NCCC1=CCCCC1,-10%,-0.1%,11%,8%,10%,17%,-23%,-1.1%,-2.0%
COc1ccc(CN(C)CC(=O)Nc2ccc(N3CCOCC3)cc2)cc1OC,11%,0.3%,13%,3%,12%,4%,-10%,3.5%,-2.3%
C[C@H](NC(=O)[C@@H]1CSC2c3ccccc3C(=O)N21)C(=O)NC1CCCC1 (some centres not stated),-14%,-0.1%,12%,9%,19%,6%,15%,3.1%,7.1%
C=C1CCN([C@H](C(=O)OCc2cccc(C)c2)C(C)C)S(=O)(=O)c2ccccc21,-4%,0.0%,8%,0%,3%,1%,3%,1.4%,1.0%
CCOC(=O)C1=C(C)NC(=S)N(C(C)=O)C1c1ccccc1 (configuration not stated),-11%,-0.3%,1%,12%,37%,14%,-11%,2.2%,2.3%
O=C(OCc1nnc(-c2ccccc2)o1)c1ccc2c(c1)OCCO2,-16%,-0.1%,0%,10%,-5%,-24%,4%,-1.9%,12%
COc1ccccc1NC(=O)c1ccc(-c2nn(C)c(=O)c3ccccc23)cc1,-2%,-0.1%,1%,14%,12%,15%,-24%,0.7%,0.9%
CCN1CCN(CCC(=O)Nc2ccc(Br)cc2)CC1,-39%,11%,0%,8%,12%,-2%,-2%,0.5%,2.0%
COc1ccc(/C(O)=C2/C(=O)C(=O)N(CCN3CCOCC3)C2c2ccccn2)cc1 (configuration not stated),11%,-0.2%,10%,7%,12%,-2%,7%,2.4%,0.7%
CN(C)/C=C(/C(=O)c1ccc(Cl)cc1)S(=O)(=O)c1ccccc1,-42%,-0.2%,2%,7%,13%,4%,0%,1.3%,5.1%
COc1cccc(N2CCN(C3CC(=O)N(c4ccc(Cl)cc4)C3=O)CC2)c1 (configuration not stated),-6%,-0.2%,-3%,11%,1%,10%,-16%,-0.4%,-5.1%
Cc1ccn2c(C(=O)CSc3ccccc3Cl)c(C)nc2c1,19%,-0.2%,3%,0%,14%,-36%,-27%,-0.3%,-0.1%
O=C(N=Nc1c(O)[nH]c2ccc([N+](=O)[O-])cc12)c1ccccc1[N+](=O)[O-],1%,-0.1%,7%,15%,4%,10%,-2%,-3.2%,2.9%
COc1ccc(N2C(=O)CCC(C(=O)N3CCCCC3)C2c2ccc(OC)c(OC)c2)cc1 (configuration not stated),28%,0.0%,-6%,2%,8%,-1%,6%,-2.0%,-4.4%
C/C(=N\OCc1ccc(C#N)cc1)c1ccccc1,5%,0.6%,5%,0%,2%,-63%,-56%,0.0%,0.6%
CCN(CC)C(=O)C1CCCN(C(=S)Nc2cccc3ccccc23)C1 (configuration not stated),34%,-0.3%,20%,12%,0%,-7%,-20%,8.1%,-2.2%
COc1cccc(OC)c1C(=O)NN1CCCCC1,33%,-0.4%,6%,2%,15%,4%,-6%,-0.6%,-6.5%
C[C@H](NC(=O)c1ccc(C(C)(C)C)cc1)C(=O)N1CCC2(CC1)NCCc1[nH]cnc12,-17%,-0.1%,3%,8%,0%,10%,-22%,1.5%,4.1%
COc1ccc(N2CCN(c3oc(-c4ccco4)nc3C#N)CC2)cc1,-36%,-0.2%,21%,23%,2%,9%,-11%,5.0%,4.0%
CCN(C(=O)CN1CCCCC1)C1(C)C(=O)c2ccccc2C1=O,-13%,-0.3%,16%,7%,0%,16%,36%,-1.3%,8.8%
COC(=O)CC1C(=O)NCCN1C(=O)CSc1nc2ccc([N+](=O)[O-])cc2s1 (configuration not stated),4%,-0.6%,4%,8%,3%,-5%,-48%,0.1%,6.5%
COC(=O)CSc1nc(N)c(C#N)c(CC(C)C)c1C#N,-31%,0.1%,7%,-6%,7%,7%,-34%,-1.3%,-1.1%
COc1cc2c(cc1NC(=O)c1cccc(Br)c1)CCCC2,-20%,-0.1%,-4%,1%,17%,28%,x,0.8%,4.2%
COc1ccc(C2C(C(=O)Nc3ccccc3OC)=C(C)Nc3nnnn32)c(OC)c1 (configuration not stated),16%,0.0%,3%,2%,9%,5%,-6%,-0.7%,0.0%
Cc1ccc(S(=O)(=O)N(Cc2cc3cc4c(cc3[nH]c2=O)OCCO4)CC2CCCO2)cc1 (configuration not stated),-16%,-0.3%,0%,8%,-2%,17%,-3%,0.8%,6.3%
CC(=O)N1CCc2cc(S(=O)(=O)NCCC(=O)NCCc3ccc(Cl)cc3)ccc21,4%,-0.1%,11%,-3%,-6%,28%,25%,1.0%,1.7%
Cc1ccccc1CSCCC(=O)NCCc1ccccc1,7%,0.1%,0%,8%,9%,14%,-4%,0.4%,-4.4%
COc1cccc(C2c3c(-c4cc(Cl)c(C)cc4O)n[nH]c3C(=O)N2Cc2cccnc2)c1 (configuration not stated),-9%,0.3%,5%,11%,1%,-23%,4%,1.3%,13%
CCc1cccc(C)c1NC(=O)C1CN(S(=O)(=O)c2ccccc2)CCN1S(=O)(=O)c1ccccc1 (configuration not stated),10%,0.1%,5%,7%,7%,-1%,-7%,0.5%,-4.2%
CCOc1ccc2c(c1)-c1c(ssc1=S)C(C)(C)N2,-15%,0.0%,27%,u,15%,1%,33%,-4.3%,4.4%
Cc1ccccc1NC(=S)N(CCCN1CCC(C)CC1)Cc1ccco1,17%,0.3%,5%,5%,15%,-9%,-24%,-1.5%,4.4%
O=C(CCC(=O)N1CCOc2ccccc21)N1CCOCC1,-11%[20 µM],0.0%,-7%,7%,-5%,7%,-9%,-1.2%,-3.0%
Cc1oc(-c2ccc(F)cc2)nc1CN(Cc1ccccn1)CC1CCCO1 (configuration not stated),-10%,0.3%,x,5%,12%,10%,-47%,2.1%,16%
Nc1nc2c(nc(N3CCCCC3)n2[C@@H]2O[C@H](CO)[C@@H](O)[C@H]2O)c(=O)[nH]1,-23%,-0.1%,3%,7%,-8%,-23%,-7%,-0.7%,4.7%
COc1ccc(C2=NN(CCC(=O)NC3CCC(C)CC3)C(=O)CC2)cc1 (configuration not stated),41%,0.3%,7%,7%,3%,8%,-13%,-0.5%,-6.8%
CC(=O)Nc1ccc(NC(=O)CN2C(=O)COc3ccc(S(=O)(=O)N4CCCCC4)cc32)cc1,-13%,0.0%,4%,18%,14%,5%,-7%,-1.4%,2.5%
O=C(c1ccc2[nH]ccc2c1)N1CCCC(Nc2ccccc2)C1 (configuration not stated),-16%,0.2%,11%,11%,-3%,-7%,14%,0.6%,0.5%
C/C=C/c1cc(CN2CCN(c3ccc(OC)cc3)CC2)c(O)c(OC)c1,-43%,0.9%,51%,29%,3%,19%,-21%,-3.3%,-0.1%
Nc1ccc(SCc2nc3cccc4c3n2CCC4)cc1,39%,-0.1%,18%,8%,8%,-66%,-6%,-1.1%,1.2%
CCOC(=O)c1c(NC(=O)Cn2nc(C(=O)O)c3ccccc3c2=O)sc(CC)c1C,-41%,0.0%,11%,9%,5%,11%,-39%,-0.4%,-0.6%
CC(=O)c1ccc(N2C(=NC(=O)CCc3ccccc3)SC3CS(=O)(=O)CC32)cc1 (configuration not stated),-7%,-0.1%,8%,10%,2%,12%,-5%,-0.2%,-1.8%
Cc1ccc(S(=O)(=O)CC(=O)Nc2ncc([N+](=O)[O-])s2)cc1,-3%,-0.2%,7%,6%,-2%,-15%,-40%,1.7%,1.2%
COc1ccc(CCN2C(=O)CSC2=Nc2ccc(C(C)C)cc2)cc1OC,-57%,0.4%,10%,x,11%,21%,32%,-1.8%,6.8µM*
Cc1ccc(NC(=O)c2cc(=O)c3ccccc3o2)c(C)c1,-31%,-0.1%,9%,9%,13%,-13%,-42%,2.8%,0.2%
CCNC(=S)Nc1ccc(Cc2nc3ccccc3[nH]2)cc1,14%,0.3%,5%,5%,-6%,19%,0%,-1.0%,-3.5%
O=C(CCC(=O)N1CCSc2ccccc21)Nc1ccc(F)cc1,28%[20 µM],0.0%,4%,-1%,1%,-5%,39%,-1.6%,-3.6%
COC(=O)c1ccc(/C=C(/NC(=O)c2ccccc2)C(=O)N2CCOCC2)cc1,-6%,-0.1%,14%,20%,17%,6%,-5%,2.1%,6.3%

# Complete entries, quoted from the list:
# O=C(CCC(=O)N1CCSc2ccccc21)Nc1ccc(F)cc1 is listed as KOR beta-arrestin-1: 28%[20 µM]; GPR55 beta-arrestin: 0.0%; SV40 large T antigen: 4%; Rac1 GTP hydrolysis: -1%; GPR55 LPI antagonism: 1%; NOD2 inhibition: -5%; NOD1 inhibition: 39%; HIV fusion peptide: -1.6%; KOR beta-arrestin-2: -3.6%
# CCNC(=S)Nc1ccc(Cc2nc3ccccc3[nH]2)cc1 is listed as KOR beta-arrestin-1: 14%; GPR55 beta-arrestin: 0.3%; SV40 large T antigen: 5%; Rac1 GTP hydrolysis: 5%; GPR55 LPI antagonism: -6%; NOD2 inhibition: 19%; NOD1 inhibition: 0%; HIV fusion peptide: -1.0%; KOR beta-arrestin-2: -3.5%

# Three records drawn at random from those above, as already listed:
SMILES,KOR beta-arrestin-1,GPR55 beta-arrestin,SV40 large T antigen,Rac1 GTP hydrolysis,GPR55 LPI antagonism,NOD2 inhibition,NOD1 inhibition,HIV fusion peptide,KOR beta-arrestin-2
COC(=O)c1ccc(/C=C(/NC(=O)c2ccccc2)C(=O)N2CCOCC2)cc1,-6%,-0.1%,14%,20%,17%,6%,-5%,2.1%,6.3%
COc1ccc(CCN2C(=O)CSC2=Nc2ccc(C(C)C)cc2)cc1OC,-57%,0.4%,10%,x,11%,21%,32%,-1.8%,6.8µM*
O=C(CCC(=O)N1CCSc2ccccc21)Nc1ccc(F)cc1,28%[20 µM],0.0%,4%,-1%,1%,-5%,39%,-1.6%,-3.6%
